S3 lipid droplet: qHTS Assay for Lipid Storage Modulators in Drosophila S3 Cells; Drosophila S3 cells, BODIPY lipid droplet fluorescence, 18-24 h; cells fed with added oleic acid; Potency in µM for hits, for the others lipid storage change, negative = inhibition, % at the top dose, mostly 46.1 µM; 320,000 tested, 0.64% active; active = well fitted inhibition curve with a large enough effect in the signal ratio, with a control signal flat, not every such curve was filed as active; inconclusive = small, poorly fitted or top-dose-only effect, or effect the other way, or a change in a side signal; the % refers to the signal ratio
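Drosophila S3 cells got compounds at several concentrations plus oleic acid (400 uM solution). Laser-scanning cytometry with 488 nm excitation read lipid droplets at 500-530 nm and cells at 575-640 nm. Percent activity was relative to 20 uM Triacsin C.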
S3 lipid droplet cell count max: recorded beside S3 lipid droplet, whose call it bears; cell number change, %; measured here: cell count max response;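 cells counted by Cell Tracker Red CMTPX staining in the red channel; peak over a dose series mostly up to 46.1 µM; percent activity relative to internal control wells on each plate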
Active calls of the source: *; i = inactive; ? = inconclusive; . = not tested or not shown; [ ] = another dose, or the depositor's remark. % is set by controls: 0 for no effect and ±100 for the full control effect; potency is the fitted concentration of half-maximal effect.

Each structure is followed by: S3 lipid droplet | S3 lipid droplet cell count max
CCN(CC(=O)Nc1ccc(OC)cc1)CC(=O)Nc1ccc(Cl)cc1F
  ? | .
COc1ccc(CNC(=O)CN(c2cc(C)cc(C)c2)S(=O)(=O)c2c(C)[nH]c(=O)[nH]c2=O)cc1
  ? | .
Cc1cccc(N(CC(=O)NC2CCCC2)C(=O)CS(=O)CC(=O)Nc2ccc3c(c2)OCO3)c1C (centres undefined)
  5% | 0
O=C(c1ccc(F)cc1)N1CCN(Cc2ccccc2)CC1
  11% | 0
Cc1cccc(N2CCN(S(=O)(=O)c3c(C)[nH]c(=O)[nH]c3=O)CC2)c1C
  ? | .
Cc1nn(CC(=O)N2CCN(c3ccc(Cl)cc3)CC2)c(=O)c2cccn12
  i | 2
Cc1cc(C(=O)CSc2n[nH]c(-c3ccccc3F)n2)c(C)n1Cc1cccs1
  ? | .
CCOC(=O)N1CCC(=NNc2ccc(S(=O)(=O)N3CCOCC3)cc2[N+](=O)[O-])CC1
  i | -30
O=C(COc1ccc(F)cc1)N1CCCCCCC1
  ? | .
O=C(N/N=C/c1cccnc1)c1cc(C2CC2)nc2ccccc12
  i | 2
O=C(Nc1ccc(N2CCOCC2)cc1)c1c(F)cccc1Cl
  3% | 12
NC(=O)C1CCCN(C(=O)CCc2nnc(C3(c4ccc(Cl)cc4)CCC3)o2)C1 (centres undefined)
  -14% | .
COC(=O)c1ccc(NC(=O)COc2ccc(S(=O)(=O)NC(C)(C)C)cc2)cc1
  -9% | -17
COc1cccc(CN(C)C(=O)c2[nH]c(C)c(C(C)=O)c2C)c1OC
  -16% | 17
CC(=O)c1ccc(-c2ccc([C@H]3[C@H]4C=CC[C@@H](C)[C@@H]4C(=O)N3Cc3ccccc3)c(F)c2)cc1
  5% | -13
O=c1oc2cc(OCc3ccc(C(F)(F)F)cc3)ccc2cc1-c1ccccn1
  -1% | -1
COc1cccc(-n2c(Cc3cc(=O)[nH]c(=O)[nH]3)nnc2SCc2cccc(C(F)(F)F)c2)c1
  ? | .
COc1cc([N+](=O)[O-])ccc1-c1ccc(C(=O)Nc2ccc(NC(C)=O)cc2)o1
  21% | 5
COC(=O)CN(c1nc(C)c(Br)c(OC)n1)S(=O)(=O)c1ccccc1
  10% | 6
Cc1ccc(OCC(=O)Nc2ccc(N3CCCC3)cc2)cc1C
  ? | .
Cn1c(N)c(C(=O)CSc2nc3ccccc3c(=O)n2Cc2ccccc2)c(=O)n(C)c1=O
  3% | 18
O=C(CC1C(=O)NCCN1C(=O)c1ccccc1)Nc1cc(Cl)ccc1Cl (centres undefined)
  ? | .
Cn1c(=O)c2c(nc(N/N=C/c3cccnc3)n2Cc2ccccc2)n(C)c1=O
  ? | .
CCCOc1cccc(C(=O)Nc2cccc(NC(=O)c3ccco3)c2)c1
  -4% | -18
Cc1cc2c(cc3c(=O)n(CC(=O)NCCCN4CC(C)CC(C)C4)ncn32)s1 (centres undefined)
  i | -7
COC(=O)C(Cc1c[nH]c2ccccc12)NC(C)=O (centres undefined)
  6% | 10
COc1cc(C(=O)NC(c2ccccc2)c2ccccc2)cc(OC)c1OC
  i | 17
CC[n+]1c(/C=C2/C=C(C)CC(C)C2)sc2ccccc21 (centres undefined)
  3% | -3
CC(CC(=O)N1CCN(c2cccc(Cl)c2)CC1)S(=O)(=O)c1ccc2c(c1)NC(=O)CO2 (centres undefined)
  6.5µM* | .
CCC(C)(C)C1CCc2c(sc(NC(=O)c3cccs3)c2C(N)=O)C1 (centres undefined)
  ? | .
CCC(=O)Nc1nc2c(OC)ccc(C)c2s1
  -2% | 2
COC(=O)c1cn(NC(=O)c2ccc(OC)c(OC)c2)c(=O)c2ccccc12
  ? | .
COC(=O)/C=C/c1cnc2ccccc2c1
  ? | .
Cc1csc(NC(=O)COc2ccc3c(c2)CCC3)n1
  ? | .
Cc1ccc(C(c2sc3ncnn3c2O)N2CCC(C)CC2)cc1 (centres undefined)
  13% | -1
CC(=O)Nc1ccc(OC(=O)COc2ccc(Br)cc2)cc1
  -4% | -14
COc1cc(C(=O)N2CCN(C(=O)c3cc(-c4ccc(Br)cc4)n[nH]3)CC2)cc(OC)c1OC
  i | -17
C=CCn1c(SCC(=O)NCC2CCCO2)nnc1C1CCCCC1 (centres undefined)
  i | .
O=C1CN(C(=O)c2cc3ccccc3oc2=O)C(c2ccc(F)cc2)c2cc(F)ccc2N1 (centres undefined)
  -18% | 6
COc1ccc(NC(=O)Nc2ccc(Br)cn2)cc1
  7%[9.22 µM] | 5
O=C(NC1CCN(S(=O)(=O)c2ccc(F)cc2)CC1)c1cccnc1
  ? | .
CC(=O)Oc1ccc2ccccc2c1C(NC(=O)C(C)C)c1cccc([N+](=O)[O-])c1 (centres undefined)
  ? | .
CCOc1cc(/C=C2/SC(=S)N(CC(=O)O)C2=O)ccc1OC(=O)c1cccs1
  -11% | 2
COc1cccc(-n2c(SCC(=O)N3c4ccccc4CC3C)nnc2-c2ccco2)c1 (centres undefined)
  ? | .
O=C(CSc1nnc(-c2ccc(Cl)cc2)n1CC1CCCO1)NC1CCS(=O)(=O)C1 (centres undefined)
  -1% | 3
O=C1NC[C@H](c2ccccc2)N(CC2CCCCC2)C1=O
  ? | .
COc1ccc2nc(NC(=O)C3CCN(S(=O)(=O)c4cccnc4)CC3)sc2c1
  ? | .
CCOC(=O)C(CC)n1cnc2sc3c(c2c1=O)CCC3 (centres undefined)
  -9% | -18
COCCCn1cn[nH]c1=S
  6% | .
Cc1nc(C)c(CCNC(=O)c2cccc(Cl)c2)s1
  9% | 7
CC1Cn2c(nnc2-c2cccc(N)c2)S1 (centres undefined)
  i | -1
CN(C)/C=C(\C=O)c1ncc(C(F)(F)F)cc1Cl
  ? | .
O=C(COc1ccc(Cl)cc1Cl)NCCCN1CCOCC1
  ? | .
Cc1onc(-c2ccccc2)c1C(=O)OCC(=O)Nc1ccc2c(c1)OCO2
  ? | .
CSc1ncc(Cl)c(C(=O)Nc2cccc(C)c2)n1
  10% | -6
O=C1CN(C(=O)c2ccc(Cl)c([N+](=O)[O-])c2)c2ccccc2N1
  -21% | 0
S=C(NCc1ccc(Cl)cc1)N1CCN(c2ccccn2)CC1
  -22% | 5
Nc1cc(C(=O)O)ccc1Sc1ccccc1C(=O)O
  -4% | 2
CCc1ccc(CNC(=O)Cc2ccc(NC(=O)C3=C(C)OCCS3)cc2)cc1
  ? | .
COc1cc(/C=C/C(=O)OCC(=O)NC2CCS(=O)(=O)C2)ccc1OC(F)F (centres undefined)
  ? | .

Further entries.
SMILES,S3 lipid droplet,S3 lipid droplet cell count max
O=C(NCCNC(=O)c1ccccn1)c1cccc(F)c1,?,.
CCC1CCCCN1C(=O)/C=C/c1ccc2c(c1)OCO2 (centres undefined),?,.
CCNc1nc(SCCOc2ccc(Br)cc2)nc(N(C)C)n1,27%[9.22 µM],4
CC(C)C(=O)NC(NCC1CCCO1)C(Cl)(Cl)Cl (centres undefined),-8%,15
O=C(NC1(C(F)(F)F)N=C(c2ccccc2)NC1=O)c1ccccc1F (centres undefined),?,.
CCOC(=O)CC(NC(=O)c1cc2cccc(OC)c2oc1=O)c1cccc([N+](=O)[O-])c1 (centres undefined),21%,-6
COc1ccc(N2CC(C(=O)Nc3ccc(S(=O)(=O)N4CCCC4)cc3)CC2=O)cc1 (centres undefined),?,.
Cc1ccnc(NC(=O)CN2C(=O)c3ccccc3S2(=O)=O)c1,?,.
CC(=O)N(c1cccc(C)c1)S(=O)(=O)c1ccc(Cl)cc1,?,.
Cc1ccc(Nc2nc(N)c([N+](=O)[O-])c(NCc3ccccc3)n2)cc1,-3%,-25
O=S1(=O)N=C(N/N=C/c2cccs2)c2ccccc21,?,.
O=S(=O)(Nc1ccc(N2CCCCC2)cc1)c1ccc(F)c(F)c1,?,.
CCN(CC)C(=O)COc1ccc2c(-c3ccccc3)cc(=O)oc2c1,i,.
Cc1ccn2cc(CCNC(=O)Cc3cccs3)nc2c1,6%,9
COCCOc1ccc(C(F)(F)F)cc1NC(=O)c1ccccc1F,?,.

Six records drawn at random from those above:
SMILES,S3 lipid droplet,S3 lipid droplet cell count max
Cc1ccnc(NC(=O)CN2C(=O)c3ccccc3S2(=O)=O)c1,?,.
CCNc1nc(SCCOc2ccc(Br)cc2)nc(N(C)C)n1,27%[9.22 µM],4
Cc1ccc(Nc2nc(N)c([N+](=O)[O-])c(NCc3ccccc3)n2)cc1,-3%,-25
O=S1(=O)N=C(N/N=C/c2cccs2)c2ccccc21,?,.
CCC1CCCCN1C(=O)/C=C/c1ccc2c(c1)OCO2 (centres undefined),?,.
O=C(NCCNC(=O)c1ccccn1)c1cccc(F)c1,?,.

(list continues)
SMILES,S3 lipid droplet,S3 lipid droplet cell count max
CCOC(=O)N1CCN(C(=O)CCSc2ccc(Cl)cc2)CC1,2%,-8
COC1CCCN(Cc2nc(Cc3ccccc3F)no2)C1 (centres undefined),-17%,-12
O=S(=O)(c1ccccc1)c1nc(-c2ccco2)oc1NCCN1CCOCC1,1%,8
CC(=O)Nc1ccc(N2CCN(Cc3ccccc3)CC2)cc1,12%,9
CC(C)c1ccc(CNNC(=O)c2ccccc2)cc1,?,.
O=C(CNC(=O)c1ccccc1O)N/N=C/c1ccccn1,-5%,.
O=C(CN1CCC(c2nc3ccccc3s2)CC1)NCc1ccccc1,4%,11
COC(=O)COc1ccc(S(=O)(=O)Nc2ccc(NC(C)=O)cc2)cc1C,?,.
CC(C)CN1CN(S(=O)(=O)c2cccs2)c2nc3ccccc3nc21,?,.
Cc1ccc(OCc2ccc(C(=O)NNC(=S)NCC3CCCO3)o2)c([N+](=O)[O-])c1 (centres undefined),-17%,12
C/C(=N/NC(=O)c1ccc(C)s1)c1cccnc1,?,.
CCOc1ccc(/C=N/NC(=O)CCC(=O)Nc2ccc(F)cc2)cc1,25%,-21
Cc1ccn(Cc2n[nH]c(=S)n2Cc2ccccc2)n1,17%,20
COC(=O)[C@@H]1[C@@H](C)OC(=O)N[C@H]1c1ccccc1,1%,19
O=C1NN(c2ccc(F)cc2)C(=O)/C1=C\C=C\c1ccco1,?,.

Given field by field: four of the compounds above
CCC1CCCCN1C(=O)/C=C/c1ccc2c(c1)OCO2 (centres undefined)
  S3 lipid droplet = ?; S3 lipid droplet cell count max = .

CCNc1nc(SCCOc2ccc(Br)cc2)nc(N(C)C)n1
  S3 lipid droplet = 27%[9.22 µM]; S3 lipid droplet cell count max = 4

CC(C)C(=O)NC(NCC1CCCO1)C(Cl)(Cl)Cl (centres undefined)
  S3 lipid droplet = -8%; S3 lipid droplet cell count max = 15

O=C(NC1(C(F)(F)F)N=C(c2ccccc2)NC1=O)c1ccccc1F (centres undefined)
  S3 lipid droplet = ?; S3 lipid droplet cell count max = .

Other compounds
SMILES,S3 lipid droplet,S3 lipid droplet cell count max
Cc1sc2nc(CN(Cc3cccs3)C(=O)C3CC3)[nH]c(=O)c2c1C,?,.
COc1ccc(C(=O)CCNc2ccc3c(c2)OCCO3)cc1,?,.
Cc1c2c(nc3ccccc13)CC(C)(C)CC2=O,19%,35
CC(=O)N1CCN(CC(=O)Nc2ccccc2Sc2ccccc2)CC1,?,.
O=C1COc2ccc(C(=O)COC(=O)c3ccccn3)cc2N1,?,.
NC(=O)NCCCC(=O)OCC(=O)c1ccc2ccccc2c1,?,.
COc1ccc(C2SCCN2C(=O)c2ccc([N+](=O)[O-])cc2)cc1 (centres undefined),7%,23
CCOC(=O)c1c(C)c(C(=O)NCc2ccccn2)c(C)n1CC,?,.
CCN(CC(=O)N1CCN(Cc2ccccc2)CC1)S(=O)(=O)c1ccccc1,-19%,12
O=C(NCc1ccccn1)C1CCN(S(=O)(=O)c2ccccc2F)CC1,13%,7
CC(=O)C[C@H](O)CC(=O)[C@@H]1OC(=O)CCCCCCc2ccccc21,?,.
CCC(=O)Nc1c(-c2ccc(Cl)cc2)c(=O)c2ccccc2n1C,?,.
CC1=C([N+](=O)[O-])C(c2ccccc2)C2=C(N1)c1ccccc1C2=O (centres undefined),?,.
N=C1C(c2nc3ccccc3s2)=C(O)CN1NC(=O)c1ccccc1[N+](=O)[O-],?,.
CCC(C(=O)OCC(=O)Nc1c(C)nn(-c2ccccc2)c1C)c1ccccc1 (centres undefined),?,.
COC(=O)c1ccc(COc2ccc3c(C)c(C)c(=O)oc3c2)o1,15%,14
Cc1cc(C(=O)NN=C2CCCCCCC2)c2ccccc2n1,-7%[0.0737 µM],6
COC(=O)Nc1nc(C)c(C(=O)c2ccccc2)s1,?,.
CCOc1ccc(NC(=O)CN(C)C(=O)/C=C/c2ccc(S(=O)(=O)N3CCCCCC3)cc2)cc1OCC,16%,20
O=C(O)C1=C[C@H](c2ccc(Br)cc2)C[C@H](OCc2ccc(CO)cc2)O1,17%,-5
COc1ccc2nc(NC(=O)Nc3cccc4ccccc34)sc2c1,18%,.
Cc1cccc(C(=O)NCCN2CCOCC2)c1[N+](=O)[O-],?,.
COc1cc2cc(C(=O)Nc3ccccc3)c(N)nc2cc1OC,?,.
Cc1c(C(=O)Nc2cccnc2)oc2ccc(Br)cc12,-16%,-8
O=C(Cc1ccccc1Cl)Nc1ccc(S(=O)(=O)Nc2nccs2)cc1,?,.
COc1ccc2cc(C#N)c(N3CCN(C(=O)c4ccccc4C)CC3)nc2c1,i,.
Cc1cc(C(=O)Nc2ncn(Cc3ccc(F)cc3)n2)ccc1[N+](=O)[O-],27%,0

Compound activity (PubChem BioAssay)

The list is partial; the hit share may differ from the screen's.
